UDG counter – blocks uracil-DNA glycosylase in AID counter-screen; FRET deamination/UDG coupled assay, UDG read, 4 h; Potency, µM (doses to about 115 µM), without a hit: at the top dose activity change, negative = inhibition, usual class: inhibitors; hit rate 0.14% among 91,000; AID 1347430; also: nearly all actives have a fitted effect of over 65% in size
AID inh – inhibitors of human activation induced cytidine deaminase. hit rate 0.32% among 91,000. Q9GZX7. AID deamination FRET fluorescence, UDG-coupled, 4 h. Potency, µM (doses to about 115 µM), for inactives: top-dose activity change, negative = inhibition, hits mostly inhibitors; also: nearly all actives have a fitted effect of over 25% in size
Target sequence (Q9GZX7 whole entry, looked up): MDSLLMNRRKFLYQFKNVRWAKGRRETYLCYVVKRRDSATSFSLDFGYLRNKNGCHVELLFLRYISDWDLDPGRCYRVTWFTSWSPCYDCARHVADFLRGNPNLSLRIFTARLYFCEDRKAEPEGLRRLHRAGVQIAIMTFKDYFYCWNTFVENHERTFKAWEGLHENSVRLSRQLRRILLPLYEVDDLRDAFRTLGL
The depositor's hits bear a star; ? = inconclusive; [ ] = dose if it differs, or a comment. Calls follow the shape of the dose curve; as a rule, active = well fitted curve in the direction sought with a large enough effect; inconclusive = small, poorly fitted or top-dose-only effect, or another doubt; inactive = no such curve, though single readings can be large; an effect the other way counts as inactive or inconclusive. % is scaled to controls: 0 for no effect and ±100 for the full control effect; potency is read from the fitted curve at half-maximal effect.

SMILES	UDG counter	AID inh
CCOc1ccccc1CNC(=O)c1cnc2c(-c3ccc(OCC)c(OCC)c3)c(C)nn2c1C	?	4%
COc1ccc(NC(=O)c2sc3nc4c(cc3c2N)CCCCCC4)cc1OC	-17%[57.5 µM]	-9%[57.5 µM]
O=c1c2oc3ccccc3c2n(Cc2cccc(F)c2)c(=O)n1Cc1ccco1	-2%	3%
Cc1ccc(C(=O)Nc2ccc3oc(-c4ccc(C(C)(C)C)cc4)nc3c2)cc1	-11%	5%
O=C(Nc1ccc(F)cc1F)N1CCN(c2ccc(Cl)c(Cl)c2)CC1	-21%	?
COc1ccccc1N1CCN(c2cc(C)nc3nncn23)CC1	-3%	6%
c1ccc(COc2cccc3[nH]ccc23)cc1	-7%	-12%
CCC1=Nc2cc(C(=O)NCCCOC)ccc2Sc2ccc(Br)cc21	-4%	?
Cc1nc2ncnn2c(C)c1CCC(=O)N1CCN(c2cccc(Cl)c2)CC1	-8%	-11%
O=C1CCC(C(=O)OC2CCOC2=O)=NN1 (configuration not stated)	-3%	-5%
CCCCCC#Cc1ccc(-c2ccc(CCCCC)cn2)cc1	10%	6%
CCCN(CCC)CCNC(=O)Cn1cnc2sc(C)c(S(=O)(=O)N3CCC(C)CC3)c2c1=O	2%	7%
CCN(CCCNC(=O)c1cc2c(=O)n(C)c3ccccc3c2s1)c1ccccc1	-5%	23%
CCC(=O)N1c2ccc(S(=O)(=O)N3CCN(c4ccccc4)CC3)cc2CC1C (configuration not stated)	1%	-8%
CN1CCc2cccc3c2C1Cc1ccc(O)c(O)c1-3 (configuration not stated)	5%	5%
Cc1ccc(OCCN2CCC(CO)CC2)cc1	5%	3%
C=CCOc1ccc(CNCc2ccccc2)cc1	-2%	0%
COC(=O)c1ccccc1NC(=O)c1nc(-c2ccc(Cl)cc2)n2c1CCCCC2	-1%	0%
COc1ccc2c(c1)CC(C(=O)NCc1ccc(F)cc1)CO2 (configuration not stated)	-5%	-24%
O=C(NC1CCCC1)c1ccc2c(Cl)c3c(nc2c1)CCC3	-1%	-17%
Cc1ccc2nc(N(Cc3cccnc3)C(=O)c3ccco3)sc2c1	-1%	-7%
O/N=C/c1ccc(OCc2ccc(Cl)cc2Cl)cc1	-5%	-4%
CC(C)c1ccc(-c2[nH]c3ccccc3c2C=O)cc1	-5%	9%
CC(=O)Nc1cccc(C(=O)O)c1O	-18%	5%
Cc1ccc(C2C=C(c3ccccc3)Nc3nc(NS(=O)(=O)c4ccc(C)cc4)nn32)cc1 (configuration not stated)	1%	?

Overlap with the part before: seven compounds, followed by the next part.
SMILES	UDG counter	AID inh
COc1ccc2c(c1)CC(C(=O)NCc1ccc(F)cc1)CO2 (configuration not stated)	-5%	-24%
O=C(NC1CCCC1)c1ccc2c(Cl)c3c(nc2c1)CCC3	-1%	-17%
Cc1ccc2nc(N(Cc3cccnc3)C(=O)c3ccco3)sc2c1	-1%	-7%
O/N=C/c1ccc(OCc2ccc(Cl)cc2Cl)cc1	-5%	-4%
CC(C)c1ccc(-c2[nH]c3ccccc3c2C=O)cc1	-5%	9%
CC(=O)Nc1cccc(C(=O)O)c1O	-18%	5%
Cc1ccc(C2C=C(c3ccccc3)Nc3nc(NS(=O)(=O)c4ccc(C)cc4)nn32)cc1 (configuration not stated)	1%	?
NC(=O)NNC(=O)Nc1ccccc1	-7%	-2%
Cc1ccc(SCc2cc(=O)oc3c(C)c(O)ccc23)cc1	7%	-8%
c1n[nH]cc1C12CC3CC(CC(C3)C1)C2	-6%	-15%
O=C(c1cc2cc(Cl)ccc2oc1=O)N1CCN(c2ccccc2)CC1	2%	2%
Cc1ccc(N2C(=O)c3oc4cc(C)c(C)cc4c(=O)c3C2c2cccc(O)c2)nc1 (configuration not stated)	3%	-14%
COc1ccc(-c2noc(CSc3nc4ccccc4o3)n2)cc1OC	-10%	-4%
CCOC(=O)N1CCC(NC(=O)c2ccc3c(c2)N(Cc2cc(C)ccc2C)C(=O)c2ccccc2S3(=O)=O)CC1	-13%	?
CS(=O)(=O)N(Cc1csc(-c2cccs2)n1)C1CCN(C(=O)c2c(F)cccc2F)CC1	27%	-17%
C[C@@H]1CCC2[C@](C)(COC=O)[C@@H](OC=O)CC[C@]2(C)[C@@]12CCC1(COC(=O)C1)O2 (some centres not stated)	-3%	1%
COCCN(C(=O)CCc1ccsc1)C1CC1	2%	4%
Cc1ccc(-n2nc3c(=O)n(CCCC(=O)NCc4ccc(F)cc4)nc(C)c3c2C)cc1	-1%	-28%
Cc1ccc(Nc2nc3ccccc3nc2NS(=O)(=O)c2cccs2)cc1Cl	1%	2%
O=c1oc2c(CN3CCN(CCO)CC3)c(O)ccc2cc1-c1ccccc1	-13%	2%
COc1ccc(NC(=O)c2ccc(N3CCCN(Cc4ccccc4C)C3=O)cc2)cc1	-10%	?
COc1cc(NC(=O)NCCn2nnc3cc(S(=O)(=O)N(C)C)ccc32)cc(OC)c1OC	13%	1%
Cc1cccc(N2CCN(C(=O)Cn3c(=O)c4cccn4c4ccc(F)cc43)CC2C)c1 (configuration not stated)	-2%[57.5 µM]	-2%
Fc1ccc(CNC(=S)Nc2ccc(Br)cc2)cc1	-10%	-7%
Cc1ccc(Cl)cc1N1CCN(S(=O)(=O)c2ccc3oc(=O)c4ncn(C)c4c3c2)CC1	-19%	-7%
O=C(NCCOCCn1c(=O)oc2ccccc21)Nc1ccc(Cl)cc1	1%	11%
CC(C)c1ccc(S(=O)(=O)c2cn(CC(=O)Nc3ccc(F)cc3)c3ccccc3c2=O)cc1	3%	3%
O=S(=O)(C/C=C/c1ccccc1)Cc1coc(-c2ccc(F)cc2)n1	5%	-1%
COc1ccc(CCNC(=O)CSc2nnnn2-c2cccc(C(C)=O)c2)cc1OC	20%	-20%
COC(=O)c1c(NC(=O)NCc2cccnc2)sc2c1CC(C)(C)OC2	10%	3%
O=C(OCCOc1ccc(F)cc1)c1n[nH]c(=O)c2ccccc12	-8%	-13%
COc1ccc(-c2csc(-c3nc(-c4cc(C)ccc4C)cs3)n2)cc1	1%	-12%

Continued.
SMILES	UDG counter	AID inh
CN(C)CCNC(=O)c1ccc(-n2c(-c3ccccc3)cc3c2CCCCC3)cc1	-14%[57.5 µM]	1%
O=C(Oc1ccc(Cl)c(OC(=O)c2ccc(F)cc2)c1)c1ccc(F)cc1	11%	4%
O=C(NC(NCc1cccnc1)(C(F)(F)F)C(F)(F)F)c1cccnc1	1%	3%
CC(C)c1ccc(NC(=O)CSC2=Nc3ccccc3C3=NC(CCC(=O)NCc4ccc(F)cc4)C(=O)N23)cc1 (configuration not stated)	-14%	13%
S=C(NN=C1CCCCCCCCCCC1)NC1CCCCC1	-3%	-10%
O=C(O)CCC(=O)N1N=C(c2ccsc2)CC1c1ccccc1Cl (configuration not stated)	-7%	5%
COC(C(=O)N/N=C(\C)CC(C)(C)c1ccccc1)c1ccccc1 (configuration not stated)	-7%	-10%
N#C/C(=C/c1ccc(SC(F)(F)F)cc1)C(=O)NC1CC1	10%	4%
Cc1ccc(NC(=O)Cn2c(=O)n(Cc3nc(-c4ccccc4)no3)c(=O)c3cc4c(cc32)OCO4)cc1C	-17%[57.5 µM]	6%
Cc1ccc(NC(=O)c2ccc(Br)cc2)c(C(=O)c2ccccc2)c1	-17%	-28%
CCCn1nnnc1CN1CCC(C(=O)c2ccc3c(c2)OCCO3)CC1	-2%	-8%
Cc1cccc(OCC(=O)Nc2c(C(=O)Nc3ccc(F)cc3)oc3ccccc23)c1	-10%	?
COc1ccc2nc(C)c(C(=O)NCc3cccnc3-n3cccn3)cc2c1	5%	5%
CCOC(=O)C1CCN(CCC(=O)Nc2c(C(=O)OC)[nH]c3ccc(F)cc23)CC1	-21%	-12%
O=C(CCSCc1cccc(F)c1)NCc1ccccc1	-6%	-4%
O=C(CCSc1nc2cc(Cl)ccc2s1)NC1CCCCC1	11%	8%
Cc1ccc(CSc2nc3ccc(NC(=O)C(C)C)cc3s2)cc1	?	-2%
CN(C)CCCNC(=O)Cn1ccc2ccc(Br)cc21	10%	11%
Cc1oc(-c2ccccc2)nc1CNC(=O)Nc1ccc(F)cc1	2%	0%
CCOC(=O)c1cc(-c2ccccc2)n(CCC(=O)Nc2cc(OCC)ccc2OCC)c1C	3%	-15%
COc1ccc(CSc2nc3ccncc3n2CC(=O)Nc2cc(C)cc(C)c2)cc1	-1%	-19%
Cc1ccc(C2=NC(C(F)(F)F)(C(F)(F)F)c3c(n(-c4ccccc4)c(=O)[nH]c3=O)N2)cc1	-2%	-7%
COC(=O)c1cc(S(=O)(=O)N2CCN(c3ccc(OC)cc3)CC2)c[nH]1	0%	1%
COc1ccc(C(=O)Nc2ccc(N3CCN(c4ccccc4)CC3)c(C(=O)O)c2)cc1	18%	5%
O=C(OCc1cc(=O)n2nc(-c3cccs3)sc2n1)c1cccc(F)c1	?	20%

(list continues)
SMILES	UDG counter	AID inh
Fc1cccc(F)c1CNCCN1CCCC1	-8%	-1%
C=CCNC(=O)c1cc(-c2ccccn2)nc2ccccc12	0%	-1%
Cc1cccc(NC(=O)CSc2nc3c([nH]c4ccccc43)c(=O)n2-c2cc(C)cc(C)c2)c1	5%	27%
CCn1cc(C(=O)N2CCN(c3cccc(Cl)c3)CC2)c(=O)c2cc(S(=O)(=O)N3CCCCC3)ccc21	-11%[57.5 µM]	14%[57.5 µM]
Cc1cc(Cl)ccc1OCC(=O)Nc1ccc2oc(-c3ccncc3)nc2c1	-6%	12%
O=C(OCc1nc2ccccc2o1)c1ccc(F)cc1F	3%	-11%
COc1ccc(CCNC(=O)c2ccc3nc(Cc4ccccc4)oc3c2)cc1OC	29%	-8%
CCn1cc(S(=O)(=O)c2ccccc2)c(=O)c2cc(C)ccc21	-18%	10%
COc1ccccc1C(=O)Nc1cc(-c2cccc(Br)c2)nn1-c1ccccc1	?	12%
Cc1ccc(NC(=O)CSc2nc3c(sc4ccccc43)c(=O)n2CCCC(=O)NC2CCCC2)cc1C	9%[57.5 µM]	-1%
Cc1occc1-c1nnc(SC(C)C(=O)NCc2ccccc2)o1 (configuration not stated)	-4%	-4%
Cc1cc(C)c(OCC(=O)Nc2nonc2-c2ccc(Cl)cc2)c(C)c1	-7%	-10%
CCOc1ccc(C(C)=O)cc1CN(C)Cc1ccc(C)cc1	-1%	-5%
CCCc1cc(C(=O)Nc2c(C)nn(Cc3ccc(C)cc3)c2C)no1	3%	-1%
COc1ccc(C)cc1COc1ccc(C#N)cc1OC	5%	-1%
Cc1nc2nc(C)c(NS(=O)(=O)c3ccc(CC(C)C)cc3)c(=O)n2[nH]1	4%	-11%
COc1cccc(CNC(=O)Cn2c(=O)c3c(ncn3C)n(C)c2=O)c1	-12%	-8%
Fc1ccc(-c2nc(Nc3ccc(F)c(Cl)c3)nc3c2COc2ccccc2-3)cc1	12%	30%
O=C(CSc1nc2c(c(=O)[nH]1)CCC2)Nc1ccccc1F	3%	9%
CCSc1nnc2c(n1)OC(c1ccc(C)cc1)N(C(C)=O)c1ccccc1-2 (configuration not stated)	-24%	?
Cc1cccc(OCC(=O)Nc2ccc(Cl)c(-c3nc4ncccc4o3)c2)c1C	-8%	-5%
CCOc1c(Br)cc(C2CC(=O)Nc3cc4c(cc32)OCO4)cc1OC (configuration not stated)	-6%	-13%
CCOc1ccccc1C(=O)Nc1ccc(S(=O)(=O)Nc2nc(C)cc(C)n2)cc1	10%	-15%
NC(=O)c1nn(CC(=O)NC2CCCCCC2)c(=O)c2ccccc12	4%	1%
N#Cc1ccccc1COC(=O)c1ccc(Br)cc1	-14%	-7%

Copied from the entries so far for reference:
SMILES	UDG counter	AID inh
Cc1cc(Cl)ccc1OCC(=O)Nc1ccc2oc(-c3ccncc3)nc2c1	-6%	12%
O=C(OCc1nc2ccccc2o1)c1ccc(F)cc1F	3%	-11%

New compounds follow:
SMILES	UDG counter	AID inh
CCOc1ccc(NC(=O)c2ccc3c(c2)NC(=O)CS3)cc1	7%	3%
CCOC(=O)c1ccccc1NC(=O)N1CCCN(S(=O)(=O)c2ccc3c(ccn3CC)c2)CC1	-2%	-3%
Cc1cc(C)cc(NC(=O)C(CC(C)C)NC(=O)C2CCCCC2)c1 (configuration not stated)	-2%	2%
COc1cc(NC(=O)C(CC(C)C)NS(=O)(=O)c2ccc3c(c2)oc(=O)n3C)c(C(=O)O)cc1OC (configuration not stated)	?	78%[activator]
O=C(NC1CCCCC1)c1cc(Sc2ccc(Cl)cc2)nc2ccccc12	-5%	-6%
Cc1cc(OCC(=O)Nc2c(C(=O)c3ccccc3)oc3ccccc23)cc(C)c1Cl	-8%[57.5 µM]	4%
C=CCNc1nc2c(c(=O)[nH]c(=O)n2C)n1CCCc1ccccc1	3%	-11%
O=S(=O)(NCc1ccc(Cl)cc1)c1ccc(N2CCCCS2(=O)=O)cc1	13%	-1%
COc1ccccc1CNC(=O)CCC1N=C2c3ccccc3N=C(SCc3ccc(C)cc3)N2C1=O (configuration not stated)	-3%	?
Cc1cccc(OCC(=O)Nc2cc(-c3nn(C)c(=O)c4ccccc34)ccc2N2CCCCC2)c1	?	?
O=C(c1cc2ccccc2o1)c1cc(F)ccc1F	-5%	-6%
CC(=O)N1CCCc2cc(S(=O)(=O)N3CCCC(C(=O)N4CCN(c5ccccc5F)CC4)C3)ccc21 (configuration not stated)	-5%	-8%
COC(=O)c1sc2cccc(F)c2c1S(=O)(=O)Nc1cc(C)c(Cl)cc1OC	-5%	2%
CCCCn1c(=O)[nH]c(=O)c2c1nc(CNc1ccc(C)c(F)c1)n2CCC(C)C	-2%	-16%
CCCC(C)NC(=O)CN1CCN(c2cccc(C(F)(F)F)c2)CC1 (configuration not stated)	4%	-5%
CC(C)CNC(=O)NC(=O)C(C)Sc1nc(-c2ccco2)nc2ccccc12 (configuration not stated)	0%	-12%

A portion of the library; rates above refer to the full screens.
